# GPR151 ag: human GPR151 activation. activation, % at 11.2 µM. Q8TDV0. PathHunter beta-arrestin GPR151 cells, luminescence. 1% of 650,000 active; in the data active means activation above about 4.9%;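 further: 0% = median of compound wells and 100% = cells with positive control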
# Target sequence (Q8TDV0 whole entry, looked up): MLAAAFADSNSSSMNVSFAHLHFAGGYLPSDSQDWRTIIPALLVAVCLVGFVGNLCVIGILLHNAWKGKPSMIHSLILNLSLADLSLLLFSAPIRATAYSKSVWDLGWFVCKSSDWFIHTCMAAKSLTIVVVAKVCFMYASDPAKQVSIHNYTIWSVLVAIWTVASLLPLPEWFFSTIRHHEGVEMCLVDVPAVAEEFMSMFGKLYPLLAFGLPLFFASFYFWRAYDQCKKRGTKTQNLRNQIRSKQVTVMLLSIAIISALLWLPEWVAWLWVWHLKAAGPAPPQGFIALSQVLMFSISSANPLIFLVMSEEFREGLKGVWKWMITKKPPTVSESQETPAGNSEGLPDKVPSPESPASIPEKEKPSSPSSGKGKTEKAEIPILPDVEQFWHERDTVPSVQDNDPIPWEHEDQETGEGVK
# TEAD-YAP block: TEAD-YAP interaction inhibition. HEK-TIYL cells, TEAD-Gal4/YAP UAS-luciferase luminescence. inhibition, % at 9.12 µM. 1.4% of 640,000 active; in the data active means inhibition above about 32%;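 further: 0% = median of test compound wells and 100% = reference inhibitor wells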
# MITF inh: blocks human microphthalmia-associated transcription factor; inhibition, % at 2.6 µM; AlphaScreen MITF homodimerization, bead proximity signal; 0.91% of 650,000 active; O75030; in the data active means inhibition above about 50%;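 further: 0% = vehicle wells with protein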
# Target sequence (O75030 whole entry, looked up): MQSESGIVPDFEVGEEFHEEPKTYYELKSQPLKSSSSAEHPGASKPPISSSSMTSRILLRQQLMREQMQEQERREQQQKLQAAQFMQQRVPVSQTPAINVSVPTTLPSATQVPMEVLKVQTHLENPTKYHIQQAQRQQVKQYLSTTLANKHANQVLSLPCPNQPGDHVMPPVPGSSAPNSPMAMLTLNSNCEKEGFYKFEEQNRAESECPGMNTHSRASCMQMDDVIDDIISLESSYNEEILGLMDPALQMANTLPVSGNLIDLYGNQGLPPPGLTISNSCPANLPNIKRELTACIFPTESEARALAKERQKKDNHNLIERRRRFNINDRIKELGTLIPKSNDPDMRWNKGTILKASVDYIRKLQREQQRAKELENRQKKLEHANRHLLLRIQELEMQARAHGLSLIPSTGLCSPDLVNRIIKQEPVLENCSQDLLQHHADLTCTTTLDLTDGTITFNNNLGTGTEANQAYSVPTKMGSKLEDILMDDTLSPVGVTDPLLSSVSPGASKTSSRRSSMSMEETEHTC
# FBW7 activator: activators of human E3 ligase FBW7 | Q969H0 | AlphaScreen FBW7–phospho-cyclin E peptide binding, activator screen | normalized activity (activation), % at 26.1 µM | 0.13% of 650,000 active; in the data active means normalized activity above about 1.9%;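 further: purified mutant Fbw7 with reduced substrate affinity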
# Starred values were filed as active, the others as inactive; & = joins results of further samples. An unsorted share of the library; 3.5% or so of the library scored in one or more.
SMILES,GPR151 ag,TEAD-YAP block,MITF inh,FBW7 activator
O[C@H]1[C@H](O)[C@@H](O)[C@@H]2O[C@@H]2[C@@H]1O,-0.8,-7,9,-0.1
CCOC(=O)c1sc2nc(SCC(=O)Nc3cccc(C(F)(F)F)c3)n(Cc3ccccc3OC)c(=O)c2c1C,-1.7,-7,-5,-0.2
Cc1nnc(SCc2cccc(F)c2)c2cc3occc3n12,0.0,-12,5,0.1
Cc1ccc(S(=O)(=O)NC(=O)NC(C)Cc2ccccc2)cc1 (stereo not drawn),-0.6,-10,-8,-0.2
COc1ccc(/C=N/Nc2nn3cnnc3c3ccccc23)cc1OC,-0.8,-4,-1,0.0
O=C(NCCc1ccccc1)C(=O)NC1CCCC1,-1.0,-12,-10,0.0
COC(=O)c1ccccc1NC(=O)c1sc2ncnc(N3CCN(c4ccccc4OC)CC3)c2c1C,-0.1,1,7,0.0
COc1ccc(NC(=O)CC2C(=O)N(c3ccc(F)cc3)C(=S)N2CCc2ccc(OC)c(OC)c2)cc1 (stereo not drawn),-1.3&1.7,9&-13,-10&9,-0.2&-0.3
N#CC1=C(N)Oc2c(c(=O)[nH]c3ccccc23)C1c1ccc(F)c(F)c1 (stereo not drawn),-0.8,10,7,0.7
COc1cc(C(=O)O/N=C(\C)c2ccc(Cl)cc2)cc(OC)c1OC,0.7,5,-2,-0.1
O=c1[nH]c(=O)n(-c2ccc(Cl)cc2)c(O)c1/C=N/n1cnnc1,-0.7,-1,-1,0.0
CC1CCN(C(=O)C2CCC(CNc3c(N4CCC(C)CC4)c(=O)c3=O)CC2)CC1 (stereo not drawn),-1.4,-4,-10,0.1
Oc1ccc(-c2csc(Nc3ccccc3F)n2)cc1,2.1,-28,6,0.0
O=C1C2C3C=CC(C3)C2C(=O)N1c1ccc(S(=O)(=O)c2ccc(N3C(=O)C4C5C=CC(C5)C4C3=O)cc2)cc1 (stereo not drawn),0.3,-1,15,-0.1
CN(C)CCOC(=O)c1c[nH]c2ccccc12,0.7,-6,1,-0.2
O=C(Nc1cc(NC(=O)c2cc(I)ccc2Cl)ccc1Cl)c1ccccc1,1.0,-4,0,0.2
O=C(NCc1cccnc1)c1csc2nc(-c3ccc(F)cc3)cn12,1.5,-1,2,-0.2
COc1ccc(CNS(=O)(=O)c2ccc3[nH]cc(C(=O)O)c(=O)c3c2)c(OC)c1,1.2,3,20,0.0
COc1ccc(CN2CCN(S(=O)(=O)c3cccc4nsnc34)CC2)c(OC)c1OC,1.0,-8,7,-0.1
CCC(=O)N[C@@H]1c2ccccc2C2(CCN(C(=O)C3CC3)CC2)[C@H]1OCc1cccnc1,-0.6,-5,23,1.5
C[C@@H]1NC(=O)[C@@H]2C[C@H](NC(=O)c3ccc(-c4ccccc4)cc3)CN2C1=O,1.0,4,-1,-0.2
COCCn1nnnc1C(c1ccccc1)N1CCN(C(=O)c2ccco2)CC1 (stereo not drawn),2.0,-2,4,0.0
CCOC(=O)c1c(NC(=O)CN2C(=O)c3ccccc3C2=O)sc(C)c1-c1ccccc1,-1.1,-1,-9,-0.1
CCOC(=O)c1cc2sccc2n1CC(=O)c1ccc2c(c1)OCCO2,1.9,-13,-2,-0.1
CCc1nnc(NC(=O)COc2ccc(C)cc2C(C)(C)C)s1,1.5,-6,-4,-0.1
Cc1ccc(N(CC(=O)c2ccccc2)CC(=O)c2ccc(Cl)cc2)cc1,-0.9,0,8,0.1
Cc1ccc(-c2cnc3ccc(NCc4ccc5c(c4)OCO5)nn23)cc1,-0.2,48*,8,0.0
O=C(NC1CCCC1)C1C2C=CC(C2)C1c1nc2ccccc2c(=O)[nH]1 (stereo not drawn),-0.3,-5,-1,-0.1
COc1ccc(CCNC(=O)CCCCCn2c(SCc3ccccc3F)nc3cc4c(cc3c2=O)OCO4)cc1OC,-1.5,-8,0,0.1
CCOCCCNC(=O)C(NC(=O)c1ccc(Cl)c([N+](=O)[O-])c1)C(C)C (stereo not drawn),-0.5,-4,-16,-0.2
Cc1ccc2[nH]c(=O)c3cc(C(=O)NCCCN4CCCC4=O)sc3c2c1,-0.5,-32,6,0.1
COc1ccc(CCn2c(C)cc(O)cc2=O)cc1OC,0.1,-3,1,-0.1
CC(C)(C)C(=O)C(Cc1ccccc1)n1cncn1 (stereo not drawn),0.2,2,8,0.8
COc1ccc(C(C)=O)cc1CN(Cc1ccccc1)S(=O)(=O)c1cccs1,1.3,-3,3,0.1
Cc1ccc(N(CC(N)=O)S(=O)(=O)c2ccccc2)c(C)c1,2.2,1,16,0.2
CCC(C)(C)C1CCc2oc3c(cc(NS(=O)(=O)c4ccc(Br)cc4)c4ccccc43)c2C1 (stereo not drawn),0.3,4,-4,0.1
CC(=O)c1ccc(-c2cc(F)cc3c2OC(CNC(=O)C(C)n2nc(C)cc2C)C3)s1 (stereo not drawn),-0.1,7,21,-0.1
COc1ccccc1N1CCN(CCCOc2ccc(F)cc2)CC1,1.2,9,60*,0.2
COc1ccc(N2CCN(C(=O)CN(c3ccc(C)cc3)S(C)(=O)=O)CC2)cc1,1.1,-17,-1,-0.1
NCCCC[C@@H]1NC(=O)[C@@H]2C[C@H](NC(=O)c3ccc(Br)cc3)CN2C1=O,0.1,-10,-23,0.0
COc1cc2nc(Nc3ccccn3)nc(Nc3cc(OC)c(OC)c(OC)c3)c2cc1OC,7.3*,14,8,-0.2
NC(=O)CNC(=O)C1CCN(S(=O)(=O)c2ccc(-n3cnnn3)cc2)CC1,1.1,-2,4,0.0
COc1ccc(NCc2cc(Br)ccc2O)c(OC)c1,0.3,-9,-4,-0.1
COc1ccc(OC)c(NC(=O)c2cc(Br)ccc2Cl)c1,-0.7,0,-6,0.0
CCSc1nnc(NC(=O)c2cc3ccccc3cc2OC)s1,0.7,-10,-2,0.0
CC/C(C)=N/NC(=O)c1cc(Br)cc(Br)c1O,0.9,7,3,0.1
CCOC(=O)c1c(C)[nH]c(C)c1C(=O)COC(=O)c1cc(OC)cc(OC)c1,0.7,-2,9,0.1
CNS(=O)(=O)c1ccc(N2CCCC2=O)cc1,1.8,-8,-12,0.3
O=C(O)c1ccc2c(c1)C(=O)N(c1ccccc1Cl)C2=O,-0.4,-8,-2,-0.1
Cc1ccc2nc3c(cc(C#N)c(=O)n3-c3cccc([N+](=O)[O-])c3)c(=O)n2c1,-0.1,-7,4,0.5
CC(=O)NC1C(=O)N(C)c2ccc(Br)cc21 (stereo not drawn),-1.9,1,-2,-0.2
CN(CC(=O)Nc1ccccc1Br)S(=O)(=O)c1cccs1,0.6,-3,-2,5.8*
COc1cccc(N2C(=O)c3ccc(-c4nc5ccc(Br)cc5c(=O)o4)cc3C2=O)c1,-0.2,9,-1,-0.3
COc1cc2nc(NC(=O)c3cccc(OC)c3OC)sc2cc1OC,1.7,1,-6,-0.1
COCCOC(=O)c1c(C)oc2c1cc(NS(=O)(=O)c1ccc(Cl)cc1)c1ccccc12,2.3,-7,8,0.1
CC1CCN(Cc2nnnn2CCCC(=O)N(C)C2CCOC2)CC1 (stereo not drawn),8.7*,3,4,-0.1
O=C(O)C1CCN(c2ncnc3sc(-c4ccccc4)cc23)CC1,0.0,-3,6,0.1
O=C(Nc1cccc(Cl)c1)c1cc(-c2cccs2)on1,-0.1,-17,15,0.1
CCCCN(C)S(=O)(=O)c1ccc(C(=O)Nc2sc3c(c2C(N)=O)CCN(C)C3)cc1,-1.6,0,-8,-0.1
Cc1ccc(C(=O)Nc2ccccc2F)c(F)c1F,-2.9,-55,10,0.6

# The list goes on.
SMILES,GPR151 ag,TEAD-YAP block,MITF inh,FBW7 activator
COc1ccccc1NC(=O)CSc1nc(-c2ccccc2)cn1-c1ccccc1OC,0.9,-7,5,-0.2
O=C1N[C@@H](Cc2cnc[nH]2)C(=O)N2CCN(C(=O)c3cccc(F)c3F)C[C@H]12,0.0,-1,2,-0.2
COc1cc(NC(=O)c2cc3n(n2)C(C(F)(F)F)CC(c2ccccc2)N3)cc(OC)c1OC (stereo not drawn),-1.0,14,6,0.0
Cc1nc2ccc(N)cc2c(=O)n1Cc1cccc(Cl)c1,-0.6,5,14,0.2
CC(=O)CC(=O)Nc1ccc(Cl)cc1[N+](=O)[O-],0.1,6,21,0.6
CCOC(=O)N1CCc2c(sc(NC(=O)CC)c2-c2nc3ccccc3s2)C1,-1.4,10,19,0.1
Cc1ccccc1CNC(=O)Cn1ncc2c(Cl)cccc21,-1.0,-4,3,-0.1
O=c1cc(-c2cccnc2)c2ccc(OCc3ccccn3)cc2o1,-0.3,-14,4,0.0
CC1(C)CC(n2c(SCc3ccccc3)nc3c(c2=O)C2(CCCC2)Cc2ccccc2-3)CCO1 (stereo not drawn),-1.5,2,8,0.1
Cc1ccc(OCC(=O)NN)c(Br)c1,-0.7,1,-13,-0.1
O=C(O)CCC(=O)N1N=C(c2ccccc2)CC1c1ccccc1Cl (stereo not drawn),-1.1,-11,5,0.0
COc1cc(CNc2ccc(SC)cc2)cc([N+](=O)[O-])c1O,-0.5,5,10,-0.1
COc1ccc(N2C(=S)N(c3ccccc3)C3CS(=O)(=O)CC32)cc1 (stereo not drawn),0.5,1,-7,-0.2
O=C(Nc1ccc(OCc2ccccc2)cc1)C1(c2ccccc2)CCCC1,-0.8,-7,0,0.0
CC(=O)COc1ccc2c(-c3ccccc3)cc(=O)oc2c1,-0.3,-5,2,0.0
O=C(CCn1c(=S)[nH]c2cc3c(cc2c1=O)OCO3)NCc1cccc(Cl)c1,-1.1,-1,5,0.2
CN(C)CCOC(=O)c1ccc(S(=O)(=O)N(C)C)o1,1.7,11,8,0.0
CCN(CC)CCn1c(=N)n(CC(O)c2ccco2)c2ccccc21 (stereo not drawn),-0.7,-15,-10,-0.1
COc1ccc(/C=c2\sc3nc(=O)c(Cc4ccccc4)nn3c2=O)c(OC)c1,0.2,4,-7,0.3
CCOc1ccccc1C1C(C(=O)OC)=C(N)OC2=C1C(=O)CCC2 (stereo not drawn),6.0*,1,12,1.0
COc1ccc(/C(C)=N/OC/C(O)=C(\C#N)c2nc3ccccc3s2)cc1OC,0.7,-12,-7,-0.1
Cc1ccc(NC(=O)C(C)N2C(=O)c3ccccc3C2=O)cc1C (stereo not drawn),6.3*,3,-2,0.0
CNC(=O)c1cc2c(n(-c3ccccc3)c1=O)CC(C)(C)CC2=O,-0.4,-12,-3,-0.1
O=C(NC1CCCCC1)c1ccc(NC(=O)c2ccccc2O)cc1,-0.8,-10,-4,0.0
O=C(NC1CCCCCC1)c1cnccn1,-0.7,3,-6,-0.1
COc1cc(C2NC(=O)N(C)C(C)=C2C(=O)OCCC(C)C)cc(Cl)c1O (stereo not drawn),1.0,-13,-3,-0.2
COc1cccc2cc(-c3csc(Nc4cccc(F)c4)n3)c(=O)oc12,-0.7,-6,55*,0.2
CCCCOC(=O)c1ccc(NC(=O)COc2c(C)ccc(C)c2C)cc1,-0.8,-7,4,0.1
O=C(c1cc(-c2ccccc2)n[nH]1)N1CCN(Cc2nc3ccccc3[nH]2)CC1,-0.6,2,6,0.2
CC(C)C12CN3CC(C(C)C)(CN(C1)C3(C)C)C2=O,-0.2,4,-2,-0.2
Cc1ccc(CN2CCC3(CC2)CC3C(=O)N2CCN(Cc3ccccn3)CC2)cc1 (stereo not drawn),-0.3,10,16,0.2
COc1ccc(N2CCN(CC(=O)c3c(C)[nH]c4ccccc34)CC2)cc1,1.9,21,-9,-0.3
O=C(Nc1ccccc1Cl)c1cc(S(=O)(=O)N2CCc3ccccc32)ccc1F,0.1,5,6,0.0
